Bioassay records deposited in PubChem by National Center for Advancing Translational Sciences (NCATS).
SMN2 splice up = qHTS Assay for Enhancers of SMN2 Splice Variant Expression; HEK293 SMN2-luciferase splicing reporter, luminescence, 30-36 h; Potency, µM (series often up to 46.1 µM), without a hit: top-dose activity change, positive = activation, hits mostly activators; 210,000 tested, 2.8% active; also: % of control where 0% means no effect; nearly all actives have a fitted effect of over 55% in size
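HEK293 cells carry an SMN2 […]–luciferase reporter in which exon 7 inclusion puts luciferase in frame. Cells were plated 10-12 h before compound addition, then incubated 30-36 h at 37C. ONE-Glo luminescence was read; sodium butyrate at 4.5 mM final served as control.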
KinaseGlo FLuc = Counterscreen for Luciferase (Kinase-Glo TM) Inhibition; Luciferin 4-monooxygenase (Photuris pensylvanica), Q27757; Potency, µM (highest dose often 38.3 µM), inactives show at the top dose activity change, negative = inhibition, most hits filed as inhibitors; Kinase-Glo luciferase, ATP luminescence, 8 min; 200,000 tested, 0.28% active; also: % is scaled to controls: 0 for no effect and ±100 for the full control effect; nearly all actives have a fitted effect of over 60% in size
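Kinase-Glo luciferase light output from ATP and luciferin was measured with 10 uM ATP, within the enzyme's linear range. Buffer: 50 mM imidazole pH 7.2, 50 mM KCl, 7 mM MgCl2, 0.01% Tween 20, 0.05% BSA; luminescence read after 8 min at ambient temperature.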
Epigenetic reg = Quantitative High-Throughput Screen for Regulators of Epigenetic Control; murine LDR cells, GFP reporter derepression, 30 h; AID 1865, 2009; Potency, µM (highest dose often 53.9 µM), for the others: at the top dose GFP activation, hits mostly activators; 280,000 tested, 0.2% active; also: % of control where 0% means no effect; nearly all actives have a fitted effect of over 60% in size
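In this reporter-derepression format, murine cells bearing a silenced integrated CMV-GFP locus incubate with test compound (30 h, 37 C), then are washed and imaged; fluorescent objects of 20–120 um count as induced cells.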
RGS12 GoLoco inh = qHTS Assay for Inhibitors of RGS12 GoLoco Motif Activity (Red Fluorophore); Potency, µM (titrated, usually from 61.6 µM), for the others: top-dose activity, negative = inhibition, usual class: inhibitors; AID 880, 2007; Guanine nucleotide-binding protein G(i) subunit alpha-1 (Homo sapiens), P63096; Gai1:RGS12 GoLoco peptide FP, rhodamine, 10 min; 230,000 tested, 0.44% active; active = well fitted inhibition curve with a large enough effect, not every such curve was filed as active; inactive = no such curve, though single readings can be large or run the other way; also: % is scaled to controls: 0 for no effect and ±100 for the full control effect; nearly all actives have a fitted effect of over 30% in size; many of its hits are not listed in these tables
NPSR antag = qHTS Assay for Antagonists of the Neuropeptide S Receptor: cAMP Signal Transduction. CHO-NPSR cells, cAMP TR-FRET, antagonist mode. 220,000 tested, 1% active. AID 1461, 2008. Potency, µM (highest dose often 38.3 µM), inactives show at the highest dose activity change, negative = inhibition, usual class: inhibitors. Q6W5P4; also: % is scaled to controls: 0 for no effect and ±100 for the full control effect; nearly all actives have a fitted effect of over 50% in size; many of its hits are not listed in these tables
IMPase Li cell = qHTS Assay for Identifying the Cell-Membrane Permeable IMPase Inhibitors: Potentiation with Lithium | Potency, µM (highest dose often 59.4 µM), without a hit: at the highest dose activity, negative = IMPase inhibition, most hits filed as inhibitors | 210,000 tested, 0.35% active | CHO-M1 cells, IP1 TR-FRET (IP-One), carbachol + lithium;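 also: IP1 builds up when IMPase is blocked and the TR-FRET signal falls; plate controls were basal vehicle for no effect and high inhibitor control for full effect; nearly all actives have a fitted effect of over 50% in size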
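CHO-M1, 2000 cells/well, 16–30 h culture; cpd + low Li+, 30 min 37C; lysis with d2-IP1/Eu-anti-IP1 Ab, 10 min RT; TR-FRET 665/620 ratio and 620 channel; AC50 via Hill.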
JMJD2E inh = qHTS Assay for Inhibitors of Human Jumonji Domain Containing 2E (JMJD2E); Potency, µM (highest dose often 57.1 µM), for inactives: at the top dose activity change, negative = inhibition, hits mostly inhibitors; JMJD2E catalytic domain, FDH-coupled NADH fluorescence (FDH is formaldehyde dehydrogenase); 230,000 tested, 1.6% active; Lysine-specific demethylase 4E (Homo sapiens), B2RXH2; active = well fitted inhibition curve with a large enough effect, not every such curve was filed as active; inconclusive = small, poorly fitted or top-dose-only effect, or another doubt; inactive = no such curve, though single readings can be large or run the other way;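 also: 0% = wells with enzyme and -100% = buffer wells without enzyme; nearly all actives have a fitted effect of over 50% in size; many of its hits are not listed in these tables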
Target sequence (B2RXH2 1-337 limits assumed): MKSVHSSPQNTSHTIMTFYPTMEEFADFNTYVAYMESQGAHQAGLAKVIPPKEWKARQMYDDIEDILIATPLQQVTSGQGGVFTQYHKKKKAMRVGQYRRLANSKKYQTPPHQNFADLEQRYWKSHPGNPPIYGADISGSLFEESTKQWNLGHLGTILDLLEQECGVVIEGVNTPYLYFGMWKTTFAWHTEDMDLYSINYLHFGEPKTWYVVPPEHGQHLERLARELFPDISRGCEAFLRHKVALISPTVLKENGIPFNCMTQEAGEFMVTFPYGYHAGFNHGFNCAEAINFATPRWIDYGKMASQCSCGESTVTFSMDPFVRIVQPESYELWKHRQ
RECQ1 helicase = qHTS Assay for Inhibitors of RecQ-Like Dna Helicase 1 (RECQ1); ATP-dependent DNA helicase Q1 (Homo sapiens), P46063; RECQ1 DNA unwinding, red fluorescence kinetic read; Potency, µM (highest dose often 57.3 µM), for inactives: top-dose activity, negative = inhibition, most hits filed as inhibitors; 240,000 tested, 0.54% active;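 also: plate controls were vehicle for no effect and no enzyme for full effect; nearly all actives have a fitted effect of over 30% in size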
Target sequence (P46063 whole entry, looked up): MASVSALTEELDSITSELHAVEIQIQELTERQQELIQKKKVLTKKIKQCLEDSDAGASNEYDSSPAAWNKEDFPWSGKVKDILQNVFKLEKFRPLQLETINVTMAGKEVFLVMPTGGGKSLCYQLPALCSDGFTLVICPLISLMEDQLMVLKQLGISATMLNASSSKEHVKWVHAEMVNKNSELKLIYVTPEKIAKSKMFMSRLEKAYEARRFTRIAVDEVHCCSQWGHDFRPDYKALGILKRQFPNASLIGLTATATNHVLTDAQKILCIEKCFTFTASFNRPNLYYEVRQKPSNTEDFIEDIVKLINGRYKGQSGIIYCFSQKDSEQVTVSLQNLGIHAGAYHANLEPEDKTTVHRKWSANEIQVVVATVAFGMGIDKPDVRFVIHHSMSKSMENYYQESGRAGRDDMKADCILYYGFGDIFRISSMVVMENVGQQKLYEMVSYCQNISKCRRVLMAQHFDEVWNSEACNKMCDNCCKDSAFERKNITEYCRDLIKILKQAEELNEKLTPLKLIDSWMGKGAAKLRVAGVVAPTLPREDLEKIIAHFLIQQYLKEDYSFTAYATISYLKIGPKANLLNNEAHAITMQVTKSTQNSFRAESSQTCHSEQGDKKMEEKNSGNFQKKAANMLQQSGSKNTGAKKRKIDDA
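50 nM RECQ1T1 preincubated 15 min with compound in Tris pH 8.0 buffer with MgCl2, DTT, Tween-20 and 2.5 ug/ml poly(dI-dC); started with 200 nM TAMRA/BHQ-2 forked duplex and 2 mM ATP. Unwinding read as fluorescence (525/598 nm), two reads 2 h apart.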
Active calls of the source: *; i = inactive; ? = inconclusive; . = no result given; & = joins results of further samples; [ ] = another dose, or the depositor's remark. Unless noted, calls follow the shape of the dose curve; as a rule, active = well fitted curve in the direction sought with a large enough effect; inconclusive = small, poorly fitted or top-dose-only effect, or another doubt; inactive = no such curve, though single readings can be large; an effect the other way counts as inactive or inconclusive. Potency is read from the fitted curve at half-maximal effect. The list is partial; the hit share may differ from the screen's.

SMILES	SMN2 splice up	KinaseGlo FLuc	Epigenetic reg	RGS12 GoLoco inh	NPSR antag	IMPase Li cell	JMJD2E inh	RECQ1 helicase
Cc1ccc(S(=O)(=O)N2CCCC(C(=O)NCCc3ccc4c(c3)OCO4)C2)cc1 (stereo unspecified)	-11%	1%	-0.7%	8%	-19%[46.1 µM]	10%[38.3 µM]	5%	0%
O=C(Nc1cccc2ccccc12)c1ccc(Cn2cc(Cl)cn2)cc1	-8%	-2%	-1.0%	7%	-26%[46.1 µM]	12%[38.3 µM]	-13%	-1%
COc1ccc(C2CC(=O)n3nc(C45CC6CC(CC(C6)C4)C5)nc3S2)cc1OC (stereo unspecified)	16%	-2%	2.3%	-5%	3%	10%	-26%	-3%
CCC(=O)c1ccc(OCC(O)Cn2c(C)nc3ccccc32)cc1 (stereo unspecified)	-117%[inhibitor]	0%	0.9%	5%	-4%[46.1 µM]	10%	2%	0%
O=C(O)/C=C\C(=O)NC1CCCCC1	?	-1%	-2.0%	3%	5%	-4%	-29%	-2%
Cc1nc2c3ccccc3nc(SCC(=O)c3ccc(Cl)cc3)n2n1	-8%	-3%	0.0%	3%	12%	21%	-2%	2%
CCOC(=O)c1sc(NC(=O)CNCc2cccnc2)c(C(=O)OCC)c1C	-7%	-1%	-1.5%	13%	-36%	13%	18%	i
CN1C(=O)/C(=C\c2ccc(-c3ccccc3)o2)SC1=S	.	-1%	6.0%	120%[activator]	-1%	5%	-4%	-6%
O=C(O)CC(NC(=O)C1c2ccccc2Oc2ccccc21)c1ccc(OC2CCCC2)cc1 (stereo unspecified)	.	.	1.1%	-4%	-8%	-2%	7%	-12%
CCCNCc1cc(Cl)c(OCC)c(Cl)c1	5%	1%	-2.0%	2%	-3%[46.1 µM]	0%	2%	2%
CCCCN(CC)C(=O)CSc1nc2n[nH]c(C)c2c(=N)n1-c1cccc(C)c1	-21%	0%	0.7%&0.0%	4%	-18%	3%	?	-15%
CCn1c(C)nc2cc(C(=O)N/N=C/c3cccc(O)c3O)ccc21	.	.	4.8%	109%[activator]	-5%	1%	3.5µM*	i
COc1cccc([C@@H]2Oc3ccc(OC)cc3C[C@H]2OC(=O)NS(=O)(=O)c2ccc(F)cc2)c1	4%	-2%	0.0%	1%	.	4%	5%	10%
O=C(O)CCn1c(-c2ccccc2)cc2c1CCCC2=O	8%	5%	2.7%	13%	15%[46.1 µM]	1%[38.3 µM]	3%	-4%
Cc1nc(=S)c2c([nH]1)-c1ccccc1CC21CCCCC1	.	.	0.5%	13%	25%	.	-5%	i
CCC(=O)Nc1cc(C(C)(C)C)ccc1C(C)=O	-3%	-2%	-6.9%	-6%	0%	-6%	-6%	-3%
O=C(NCc1ccco1)c1cc(-c2cccs2)nc2ccccc12	-10%	1%	0.0%	11%	3%[46.1 µM]	-2%	?	-5%
O=S(=O)(NCC(c1cccnc1)N1CCOCC1)c1cccs1 (stereo unspecified)	18%	3%	-1.0%	1%	15%	3%	-4%	-1%
CCCCC/C=C\C/C=C\C/C=C\C/C=C\CCCCCC(=O)NCCc1ccc(O)c(O)c1	15%	2%	?	-2%	.	16%	-2%	-2%
CC(C)(C)C(=O)Nc1cc(S(=O)(=O)Nc2ccc(Cl)cc2)ccc1Cl	-17%	2%	9.0%	2%	-19%	-4%	-25%	-11%
CCN(CC)S(=O)(=O)c1cccc(NC(=S)NC(=O)/C=C/c2ccc(S(=O)(=O)N3CCOCC3)cc2)c1	-32%[inhibitor]	-2%	-1.3%	5%	-20%	1%	-5%	-5%
O/N=C/c1ccc(OCc2ccccc2)c(Cl)c1	11µM*	0%	0.0%	5%	-1%	-3%	-5%	i
CN(CC(=O)Nc1ccc(Cl)cc1)Cc1cc(=O)n2ccsc2n1	-5%	0%	2.2%	2%	26%	0%	?	-7%
CC(=O)Nc1ccc(NC(=O)/C=C/c2ccccc2)cc1	7%	11%	2.5%	10%	6%	-7%	2%	-2%
CCc1ccc(CC2(O)CC(C)N(C)CC2C)cc1 (stereo unspecified)	2%	3%	-1.0%	7%	3%	-10%	-6%	-2%

Entries listed so far printed as active in SMN2 splice up:
smiles,SMN2 splice up,Epigenetic reg,RGS12 GoLoco inh,NPSR antag,IMPase Li cell,JMJD2E inh,RECQ1 helicase
O/N=C/c1ccc(OCc2ccccc2)c(Cl)c1,11µM*,0.0%,5%,-1%,-3%,-5%,i

3 entries out of the list, arranged by molar mass, lowest first:
SMILES	SMN2 splice up	KinaseGlo FLuc	Epigenetic reg	RGS12 GoLoco inh	NPSR antag	IMPase Li cell	JMJD2E inh	RECQ1 helicase
CN(CC(=O)Nc1ccc(Cl)cc1)Cc1cc(=O)n2ccsc2n1	-5%	0%	2.2%	2%	26%	0%	?	-7%
CCOC(=O)c1sc(NC(=O)CNCc2cccnc2)c(C(=O)OCC)c1C	-7%	-1%	-1.5%	13%	-36%	13%	18%	i
O=C(O)CC(NC(=O)C1c2ccccc2Oc2ccccc21)c1ccc(OC2CCCC2)cc1 (stereo unspecified)	.	.	1.1%	-4%	-8%	-2%	7%	-12%

(cont.)
SMILES	SMN2 splice up	KinaseGlo FLuc	Epigenetic reg	RGS12 GoLoco inh	NPSR antag	IMPase Li cell	JMJD2E inh	RECQ1 helicase
CC(C)N1CCC(=NNC(=O)c2ccccc2[N+](=O)[O-])CC1	1%	2%	2.0%	-5%	13%	0%	61%[activator]	-4%
CC(C)(C)c1ccc(-c2nc3c(C#N)c(-c4ccc5c(c4)OCO5)ccn3n2)cc1	-27%	4%	-0.9%	-7%	10%[46.1 µM]	-17%	?	0%
CCC(C)N(C)Cc1cccc(C2(O)CCN(S(=O)(=O)c3ccc(F)cc3)CC2)c1 (stereo unspecified)	-14%	2%	-1.0%	7%	9%[46.1 µM]	7%[38.3 µM]	2%	-2%
O=c1cc(-c2ccc(O)cc2)oc2c([C@@H]3O[C@H](CO)[C@@H](O)[C@H](O)[C@H]3O)c(O)c([C@@H]3O[C@H](CO)[C@@H](O)[C@H](O)[C@H]3O)c(O)c12	-3%	1%	-7.5%	-5%	9%	12%	?	-8%
Cc1nc2ccc(-c3nc4ccc(N)cc4[nH]3)cc2[nH]1	.	-18%	3.7%	18%	58%	-26%	?	-8%
CCCCCc1nc2c(=O)n(C)c3ccccc3c2o1	14%	-5%	-1.0%	2%	1%[46.1 µM]	-11%[38.3 µM]	-5%	i
CC1(C)COC(c2cccn2Cc2ccccc2Cl)=N1	-8%	12%	-1.9%	0%	-22%[46.1 µM]	0%[38.3 µM]	-1%	i
Cc1ccc(Cn2nc(C)cc2C(=O)Nc2ccc(Cl)cc2)cc1	.	.	-1.0%	-1%	?	.	0%	i
N#Cc1c(NCCN)nc(-c2ccco2)c2c1CCCC2	-22%	-2%	0.0%	10%	10%[46.1 µM]	38%[38.3 µM]	?	i
O=C(Nc1ccc(F)c(Cl)c1)c1ccc2c(=O)n3c(nc2c1)CCCCC3	.	.	-0.3%	.	-29%[46.1 µM]	.	-4%	2%
Cc1ccc(S(=O)(=O)N(c2ccc(Br)cc2)C2C=CS(=O)(=O)C2)cc1 (stereo unspecified)	-2%	0%	1.0%	12%	-30%	6%	3%	30%
CN1CCN(C(=O)CN(c2cccc(Br)c2)S(=O)(=O)c2ccccc2)CC1	.	.	-4.1%	13%	-7%	.	6%	i
COC(=O)Cn1nc(C)c2ccccc2c1=O	-3%	-1%	-2.0%	11%	-2%[46.1 µM]	-3%	-3%	i
COc1ccc(NCC(=O)n2c(C)c(C)c3ccccc32)cc1OC	.	.	3.0%	3%	-22%	.	-4%	-4%
CCOC(=O)C1CCN(C(=O)CN(c2ccc(OC)cc2)S(=O)(=O)c2c(C)noc2C)CC1	-8%	0%	2.9%	1%	3%[46.1 µM]	21%[38.3 µM]	0%	-11%
CCOC(=O)Cn1c2c(c(-c3ccccc3OC)cc1=O)CCCC2	3%	2%	-0.9%	11%	5%[46.1 µM]	-23%[38.3 µM]	5%	-12%
Cc1cc(C)c(S(=O)(=O)n2nc(C)c(Br)c2C)c(C)c1	-19%	2%	0.0%	-4%	-36%	0%	11%	2%
COc1ccc(C(=O)CSc2nnnn2Cc2ccccc2)cc1	24%	1%	-1.0%	7%	-15%[46.1 µM]	11%[38.3 µM]	0%	-2%
Cc1c(CNC(=O)C2CC2)c(-n2cccc2)n(Cc2ccccc2)c1C	7%	-2%	-2.6%	-14%	-29%	10%	?	-1%
O=C1CC(N(C(=O)c2ccco2)c2ccc(F)cc2)C(=O)N1c1ccc(F)cc1 (stereo unspecified)	-23%	7%	-7.6%	-2%	-13%[46.1 µM]	-22%[38.3 µM]	0%	-3%
CN(C)/C=C1/C=C(C=O)OC1=O	.	.	-1.3%	0%	-4%	.	-27%	-6%

Complete entries, looked up by structure:
COc1ccc(NCC(=O)n2c(C)c(C)c3ccccc32)cc1OC is listed as SMN2 splice up: .; KinaseGlo FLuc: .; Epigenetic reg: 3.0%; RGS12 GoLoco inh: 3%; NPSR antag: -22%; IMPase Li cell: .; JMJD2E inh: -4%; RECQ1 helicase: -4%
O=c1cc(-c2ccc(O)cc2)oc2c([C@@H]3O[C@H](CO)[C@@H](O)[C@H](O)[C@H]3O)c(O)c([C@@H]3O[C@H](CO)[C@@H](O)[C@H](O)[C@H]3O)c(O)c12 is listed as SMN2 splice up: -3%; KinaseGlo FLuc: 1%; Epigenetic reg: -7.5%; RGS12 GoLoco inh: -5%; NPSR antag: 9%; IMPase Li cell: 12%; JMJD2E inh: ?; RECQ1 helicase: -8%
Cc1c(CNC(=O)C2CC2)c(-n2cccc2)n(Cc2ccccc2)c1C is listed as SMN2 splice up: 7%; KinaseGlo FLuc: -2%; Epigenetic reg: -2.6%; RGS12 GoLoco inh: -14%; NPSR antag: -29%; IMPase Li cell: 10%; JMJD2E inh: ?; RECQ1 helicase: -1%
